NPYLR7 agonist: mosquito NPYLR7 agonism; 270,000 compounds, 0.15% hits; HEK293T NPYLR7/Galpha15, GCaMP6s calcium fluorescence; activation, % at 10 µM; in the data active = activation above about 40%;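 also: 0% = vehicle and 100% = reference agonist at the receptor; some compounds past the cut are filed as inactive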
hcGAS inh: blocks human cGAS activity; Q8N884; recombinant h-cGAS, ATP depletion, Kinase-Glo luminescence; inhibition, % at 12.5 µM; 290,000 compounds, 0.081% hits; AID 1259398;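 also: 0% = vehicle reaction and 100% = reaction without DNA for no activity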
Target sequence (Q8N884 whole entry, looked up): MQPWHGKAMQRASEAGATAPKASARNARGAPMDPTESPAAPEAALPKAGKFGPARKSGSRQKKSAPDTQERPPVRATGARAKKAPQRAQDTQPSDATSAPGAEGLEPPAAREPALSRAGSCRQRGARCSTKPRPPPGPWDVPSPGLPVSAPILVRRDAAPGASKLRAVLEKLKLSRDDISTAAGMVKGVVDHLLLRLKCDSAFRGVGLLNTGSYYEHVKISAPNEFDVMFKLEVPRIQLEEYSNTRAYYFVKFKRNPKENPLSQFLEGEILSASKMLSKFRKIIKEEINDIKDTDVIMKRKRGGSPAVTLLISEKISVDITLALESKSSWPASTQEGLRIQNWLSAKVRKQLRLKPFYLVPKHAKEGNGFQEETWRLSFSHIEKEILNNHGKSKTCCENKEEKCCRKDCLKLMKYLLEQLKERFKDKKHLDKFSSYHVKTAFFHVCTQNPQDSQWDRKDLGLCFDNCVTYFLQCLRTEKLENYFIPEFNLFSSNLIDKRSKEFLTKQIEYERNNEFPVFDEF
mcGAS lum: blocks mouse cGAS activity; recombinant cGAS, Kinase-Glo ATP depletion luminescence; 160,000 compounds, 0.15% hits; inhibition, % at 12.5 µM;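 also: 0% = negative control wells and 100% = reference inhibitor with no enzyme activity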
* hit, by the source's call; · = no result given; & = joins results of further samples. Rule as the data show it, unless noted: active = inhibition above about 40%; inactive = the rest. These rows are one share of the data, so the mix of outcomes need not match the whole.

Value order – NPYLR7 agonist	hcGAS inh	mcGAS lum
Cc1ccc(CC(C)NCc2ccc(S(C)(=O)=O)cc2)c(C)c1 (stereo not drawn)
    3	-7	·
CC(N)c1cccc(Cl)c1Cl (stereo not drawn)
    -6	0	-2
Cc1ccc(C(C)Nc2nc(CCN)nc3ccccc23)cn1 (stereo not drawn)
    ·	-6	-16
O=C(O)c1sc2cc(Cl)ccc2c1Cl
    -4	14	·
C#CCOC(=O)C1=CCCN(C)C1
    5&5	-8&-1	-3
C=CCOc1ccc(C=C(C#N)C#N)cc1OC
    1	-7	3
CN1C2CCC1CC(N1CCN(C(=O)COCC(F)(F)F)CC1)C2 (stereo not drawn)
    2	-6	·
COc1ccc(C(CN(C)C)C2(O)CCCCC2)cc1 (stereo not drawn)
    -6&-11	-4&-7	·
COc1ccc(Cl)cc1S(=O)(=O)N1CCN(CCOC(c2ccccc2)c2cccc(C(F)(F)F)c2)CC1 (stereo not drawn)
    5	-1	-1
N#CC(C#N)=Cc1c[nH]c2ccccc12
    0	-2	·
CC(c1nc(-c2ccccc2)no1)N1CC=C(c2ccc(O)cc2)CC1 (stereo not drawn)
    17	-10	·
COc1cc(C(=O)N2C[C@@H](c3ccccc3)[C@@H]3[C@H]2C2CCN3CC2)ccn1
    -5	0	·
CC(C)N1CCN(Cc2ccco2)CC1
    -1	-4	·
Oc1cc2c(cc1CN1CCN(c3ccc(F)cc3)CC1)OCO2
    2	-5	-5
CCCNC(=O)c1nn(Cc2ccc(S(C)(=O)=O)cc2)c2ccccc12
    16	-4	-5
CCOC(=O)/C(SP(=S)(OCC)OCC)=C(/C)Nc1ccc(O)cc1
    -2	-5	·
O=c1[nH]c(=O)n(Cl)c(=O)n1Cl
    -6	-3	·
O=C(CSC1c2ccccc2Oc2ccc(F)cc21)Nc1cccc(C(=O)O)c1 (stereo not drawn)
    -3	-2	·
CC1(C)CC2=[N+]([O-])CN(O)C2C(C)(C)N1O (stereo not drawn)
    -11	-5	·
Cc1noc2ccc(CN3CCN4C(=O)CN(C)C(=O)C4C3)cc12 (stereo not drawn)
    9	-6	·

Quoted at random: 2 records from the list.
Value order – NPYLR7 agonist	hcGAS inh	mcGAS lum
C=CCOc1ccc(C=C(C#N)C#N)cc1OC
    1	-7	3
CN1C2CCC1CC(N1CCN(C(=O)COCC(F)(F)F)CC1)C2 (stereo not drawn)
    2	-6	·

The main list resumes; the 5 compounds before the break are reprinted first.
Value order – NPYLR7 agonist	hcGAS inh	mcGAS lum
CCOC(=O)/C(SP(=S)(OCC)OCC)=C(/C)Nc1ccc(O)cc1
    -2	-5	·
O=c1[nH]c(=O)n(Cl)c(=O)n1Cl
    -6	-3	·
O=C(CSC1c2ccccc2Oc2ccc(F)cc21)Nc1cccc(C(=O)O)c1 (stereo not drawn)
    -3	-2	·
CC1(C)CC2=[N+]([O-])CN(O)C2C(C)(C)N1O (stereo not drawn)
    -11	-5	·
Cc1noc2ccc(CN3CCN4C(=O)CN(C)C(=O)C4C3)cc12 (stereo not drawn)
    9	-6	·
C[C@]12CCC3C(CC[C@H]4C[C@H](O)CC[C@]34C)C1CC[C@@H]2C(=O)CO (stereo partly drawn)
    1	-11	-6
N#Cc1sc2nc3c(cc2c1N)CCC3
    0	-1	·
Cc1ccc([N+](=O)[O-])cc1NC(=O)c1cccn(Cc2cccc([N+](=O)[O-])c2)c1=O
    14	-12	·
COc1cccc(CC(=O)N2CCN(Cc3ccc(-c4noc(C5CCCC5)n4)cc3)CC2)c1
    ·	-10	-6
COc1cc(C=C2C(=O)N(C)C(=O)N(C)C2=O)cc(OC)c1O
    -14	-5	-6
CCCC(C)C1(CC)C(=O)NC(=S)NC1=O (stereo not drawn)
    -13	2	·
FC(F)(F)c1cnc(N2CCNCC2)c(Cl)c1
    -10	-8	·
CN1CCc2[nH]c(=S)c(C#N)c(-c3ccc(F)cc3)c2C1
    7	-3	·
COc1ccc(CC(=O)N2CCN(Cc3cc(=O)c(OCc4ccc(-c5ccccc5C#N)cc4)co3)CC2)cc1
    2	-6	-8
COc1cc(NC(=O)C(C2CCCC2)N2CCN(C(=O)COc3ccc(Cl)cc3)CC2)cc(OC)c1 (stereo not drawn)
    -2	1	1
CC(C)N1CC(C)C(OC(=O)c2ccccc2)(c2ccccc2)CC1C (stereo not drawn)
    -1	0	-2
CC(C)CCN1CC(C(N)=O)C2(CCOCC2)C1 (stereo not drawn)
    ·	-17	-5
COCCC(=O)N(C)C(C)Cc1ccc(Cl)cc1 (stereo not drawn)
    -1	-6	·
O=C(Oc1ccc([N+](=O)[O-])cc1)N1CCC(C(O)(c2ccc3c(c2)OCO3)c2ccc3c(c2)OCO3)CC1
    1	-9	-10
Cn1ccnc1CN1C[C@@H]2[C@@H]3CC[C@@H](C3)[C@@H]2C1
    11	-5	-12
COc1ccccc1/C=C/CN(C)C(C)Cc1cc(C)ccn1 (stereo not drawn)
    5	-8	-13
OC1C2CCC1C(N1CCCCC1)CC2 (stereo not drawn)
    ·	-8	-4
COc1ccc(C)cc1C(C)NC(C)C(=O)c1[nH]c(C)c(C(C)=O)c1C (stereo not drawn)
    6	-8	-6
COC(=O)C(O)(c1ccc(N(C)C(=O)OC(C)C)cc1)C(F)(F)F (stereo not drawn)
    8	-3	-5
CC(=O)Nc1ccc(S(=O)(=O)N2CCN(CCOC(c3ccc(F)cc3)c3ccc(F)cc3)CC2)cc1
    24	-8	-9
O=C(C1CC1)N1C[C@H]2CN(Cc3cccnc3)C[C@@]2(C(=O)O)C1
    2	-1	-18
NCC1(c2cccc(Br)c2)CCCC1
    0	-9	·
COc1cc(-c2cccc3c2CCNC3)ccc1O
    6	-5	-13
c1ccc(CCCCN2CCC(c3ccccc3)CC2)cc1
    -13	0	·
COc1ccc2c(c1)c(CCN1CCOCC1)c(C)n2C(=O)c1cccc(Cl)c1Cl
    16	-5	·
N#Cc1ccccc1NC(=O)c1cccn(Cc2ccc(Cl)cc2Cl)c1=O
    12	-11	·
Cc1ncc(CN2CC=C(c3ccccc3)CC2)c(N)n1
    6	-4	·
CC(O)CN1CCN(CC(=O)O)CCN(CC(=O)O)CCN(CC(=O)O)CC1.[Gd+3] (stereo not drawn)
    -5	-5	·
CN1N=C(c2ccccc2)NN(C)P1(=S)c1ccccc1 (stereo not drawn)
    -3&1	-10&-8	·
CN(Cc1ncc[nH]1)C1CCC2(CCNCC2)CC1
    3	-4	·
NNC(=O)c1ccc(O)cc1
    -10	-3	-3
CC(=O)CC1CCCCN1 (stereo not drawn)
    -8	0	·
CC(C)OP(=S)(CC(=O)N1c2ccccc2Sc2ccccc21)OC(C)C
    2	0	·
Cc1ccc(CN2CCC3(CCNCC3)C2)c(O)c1
    12	4	·
Cc1nc(CC(=O)N2CCN(CCn3cncn3)CC2)cs1
    6	-3	-9
CCNC(=O)c1ccc(-c2cccc3c2CCNC3)s1
    3	-4	·
CCCCCCCCNC(=O)c1c(N)n(Cc2ccco2)c2nc3ccccc3nc12
    -3	-6	-7
Cc1c(N)c(C)c([N+](=O)[O-])c(C)c1[N+](=O)[O-]
    10	-2	·
NCCc1ccc(CN2C[C@H]3CC=CC[C@H]3C2)cc1
    -4	2	·
NCCc1c[nH]c2ccccc12
    2	-4&2	-3&-2
c1cncc(N2CCN(Cc3cc4n(n3)CCNC4)CC2)c1
    6	2	·
CC(C)(C)c1nn(-c2cccc(F)c2)c2c1C(c1cccs1)SCC(=O)N2CC(=O)O (stereo not drawn)
    4	-2	-4
CCc1c(C)nc(N)nc1N1N=C1SCC(N)=O
    7	-5	-6
O=C1C2C3C=CC(O3)C2C(=O)N1c1ccc(Br)cc1 (stereo not drawn)
    -2	-11	·
CC(C)N1C2CCC1CN(C(=O)Nc1nnc3ccccn13)CC2 (stereo not drawn)
    -5&6	-5&-7	-19
O=C(Cc1ccc(Cl)c(Cl)c1)N1CCCC(N2CCC(CO)CC2)C1 (stereo not drawn)
    24	-2	·
COc1ccc(F)cc1C(=O)C1CCCN(Cc2ccccn2)C1 (stereo not drawn)
    4	3	·
Clc1cccc(C2NCc3ccccc3-n3cccc32)c1 (stereo not drawn)
    0	3	·
CN(Cc1ccccc1)C[C@H]1C[C@@H]2CCN1C[C@@H]2c1cc(-c2ccccc2)nn1C
    -10	-3	-5
O=C1OCCN1N=Cc1ccc([N+](=O)[O-])o1
    2	-6	-5
N#Cc1ccc(Cl)cc1NC(=O)c1cccn(Cc2cccc(C(F)(F)F)c2)c1=O
    19	-11	·
OCCN1CCN(c2cccc(C(F)(F)F)c2)CC1
    11	-8	-7
CN1CCN(c2nc3c(c(=O)[nH]2)CCCC3)CC1
    4	21	·
CC1(C)CC2CC(C)(C1)N2P(=O)(C=C(Cl)c1ccccc1)C=C(Cl)c1ccccc1 (stereo not drawn)
    2	-7	-4
COC(=O)c1ccc(COc2cc(C)cc3oc(=O)c4c(c23)CCCC4)o1
    -8	-3	·
O=C1C2CCCN2C(c2ccco2)N1c1ccccn1 (stereo not drawn)
    10	-6	-6
COC(=O)c1ccc(C(=O)OC)c(NC(=O)c2cccn(Cc3cccc(C)c3)c2=O)c1
    15	-12	·
Cc1ccccc1N1C(=O)NC(=O)/C(=C/c2cn(C)c3ccccc23)C1=O
    -13	-5	-5
CC(=O)OC1CC[C@@]2(C)C(CCC3C2CC[C@]2(C)C(C4=CC(=O)OC4)C(OC(C)=O)CC32O)C1 (stereo partly drawn)
    ·	-4	-4
CCCN1Cc2cnc(C(=O)NCC3CC3)cc2C1
    24	-2	·

(list continues)
Value order – NPYLR7 agonist	hcGAS inh	mcGAS lum
Cc1cc(NC(=O)c2cccn(Cc3ccccc3)c2=O)no1
    17	9	·
O=C1NC(=O)C2(CC(C(=O)N3C[C@@H](c4ccccc4)[C@@H]4[C@H]3C3CCN4CC3)C2)N1 (stereo partly drawn)
    4	-8	-10
CC(C)n1[nH]c(=O)c2c1NC(=O)CSC2c1ccc2c(c1)OCO2 (stereo not drawn)
    -1	18	·
Cc1ccnc(CC(C)N(C)Cc2ccc(-c3ccn[nH]3)o2)c1 (stereo not drawn)
    7	-5	·
O=C1CSC2N1CCCNC21CCCCC1 (stereo not drawn)
    0	-11	·
CCn1c(CC2CCN(C(=O)C3C(C)(C)C3(C)C)CC2)n[nH]c1=O
    ·	-8	-13
CCOC(=O)N1CCN(C2CCCN(C(=O)Cc3ccc4c(c3)OCO4)C2)CC1 (stereo not drawn)
    21	-9	·
O=C1c2sc3ccccc3c2CN2CCCCC12 (stereo not drawn)
    -2	-1	·
O=C(c1ccc2c(c1)OCO2)N1C[C@H](c2ccccc2)[C@@H]2[C@H]1C1CCN2CC1
    -6	-4	·
CCC(O)CN(C)C1CCN(C)C(C)C1 (stereo not drawn)
    13	-1	·
COC(=O)C1C2c3ccccc3OC1(C)N=c1s/c(=C\c3ccccc3)c(=O)n12 (stereo not drawn)
    10	-9	-8
O=c1[nH]cc(CN2CCNCC2)c(=O)[nH]1
    -1	-5	·
COCCNC(=O)c1cnc(-c2cccc(C)c2)nc1N(C)C1CCN(C)CC1
    24	-7	·
CN1C(=O)C(Cc2cccs2)C(=O)N(C)C1=O
    -3	-6	·
Cc1c(Cl)ccc2sc(N3CCNCC3)nc12
    -3	-11	·
CN1[C@@H]2CC[C@H]1CC(OC(=O)N1Cc3ccccc3NC1=O)C2 (stereo partly drawn)
    -12	-4	·
Cc1ccnc(CC(C)N(C)Cc2cnc3ccccc3n2)c1 (stereo not drawn)
    -1	-9	·
O=C(COc1ccc(F)cc1)N1CCN(Cc2cccc(-c3noc(-c4cccc(Cl)c4)n3)c2)CC1
    6	3	2
O=S(=O)(F)Cc1ccccc1
    2	-10	-11
CN1/C(=C\C=C2C(=O)NC(=O)NC2=O)C(C)(C)c2ccccc21
    13	-3	-3
CN(C)P1(N(C)C)=Nc2c(c(N)nn2C)C(c2ccccc2)=N1
    -4	-10&-1	·
CS(=O)(=O)c1ccc(S(=O)(=O)N2CCN(CCOC(c3ccccc3)c3ccc(N4CCOCC4)cc3)CC2)cc1 (stereo not drawn)
    3	-1	-5
CC(C)(C)c1nn(-c2cccc(Cl)c2)c2c1C(c1ccccc1F)SCC(=O)N2CC(=O)NCc1ccncc1 (stereo not drawn)
    21	-2	-6
CC(=O)c1ccc(OCC(=O)N2CCN(C)C3(CCN(C)CC3)C2)cc1
    0	3	·
C[C@]12CCC(=O)C=C1C=C[C@@H]1[C@@H]2CC[C@@]2(C)[C@H]1CC[C@@]2(O)CCC(=O)O
    1&0	-8&-5	-8&-4
C#CCN1C(=O)[C@]2(C)[C@H](c3ccccc31)[C@@H](C(=O)O)CN2C(=O)c1cccs1
    14	9	-4
O=S(=O)(NC1CN2CCC1CC2)c1ccc(Cl)cc1 (stereo not drawn)
    9	-7	·
COC(=O)c1cc2c(s1)=NC=NP=2(N1CCOCC1)N1CCOCC1
    1	-8	·
CC(N)C(=O)c1cccs1 (stereo not drawn)
    11	3	0
O=c1oc2ccccc2c2c1C(c1cccnc1)c1c(c3ccccc3oc1=O)O2
    1	-8	·
Cc1c(P(=S)(c2ccccc2)c2ccccc2)[n+]2ccccc2n1C
    6	-4	·
COCCCNC(=O)CN1C(=O)CSC(c2ccccc2F)c2c(C(C)(C)C)nn(C(C)(C)C)c21 (stereo not drawn)
    12	1	-3
COc1ccc(C)cc1-n1c(=S)[nH]c2ccccc2c1=O
    11	-8	·
CCC1(c2ccccc2)C(=O)NC(=O)N(C(=O)c2ccc(OC)cc2)C1=O (stereo not drawn)
    5	11	·
